Compound activity from PubChem BioAssay.
BioA inh: BioA (M. tuberculosis) enzyme inhibition | 360,000 compounds, 0.096% hits | purified M. tuberculosis BioA enzyme, plate reader | inhibition, % at 9.99 µM; in the data active = inhibition above about 40%
Numbers without * were called inactive. These rows are one share of the data; rates above refer to the full screens.

structure	BioA inh
Cc1ccc(S(=O)(=O)Nc2ccc3c(c2)C(=O)N([C@H](C)CO)C[C@@H](C)[C@H](CN(C)S(=O)(=O)c2cn(C)cn2)O3)cc1	-2.2
O=C(Cc1ccncc1)N1CCCCN2[C@H](CO)[C@H](c3ccc(C#Cc4ccccc4F)cc3)[C@H]2C1	-1.0
O=C(C[C@H]1C=C[C@@H](NC(=O)Nc2ccc3c(c2)OCO3)[C@H](CO)O1)NCc1ccc2c(c1)OCO2	2.0
Cc1ccc(S(=O)(=O)NCC[C@@H]2CC[C@@H](NC(=O)C3CCOCC3)[C@H](CO)O2)cc1	-1.2
COc1cccc(S(=O)(=O)N2CCCCN3[C@H](CO)[C@H](c4ccc(C5=CCCCC5)cc4)[C@@H]3C2)c1	1.5
C[C@H]1CN([C@@H](C)CO)C(=O)c2cc(-c3cccc(C(=O)N(C)C)c3)cnc2O[C@@H]1CN(C)S(=O)(=O)c1ccccc1	0.9
CO[C@H]1CN(C)C(=O)c2ccc(NC(=O)c3cc(C)on3)cc2OC[C@@H](C)N(C(C)=O)C[C@@H]1C	-0.9
CC(C)NC(=O)N(C)C[C@H]1OCCCC[C@H](C)Oc2ccc(NC(=O)Nc3ccc(C(F)(F)F)cc3)cc2C(=O)N([C@H](C)CO)C[C@@H]1C	1.3
CCC(=O)N(C)C[C@@H]1Oc2cc(C#Cc3ccncc3)ccc2S(=O)(=O)N([C@H](C)CO)C[C@H]1C	-1.2
O=C(O)C[C@@H]1CC[C@@H](NC(=O)Nc2cc(F)ccc2F)[C@@H](CO)O1	-3.0
C[C@H](CO)N1C[C@H](C)[C@@H](CN(C)Cc2ccc(Oc3ccccc3)cc2)Oc2ccc(NC(=O)c3ccncc3)cc2CC1=O	-2.2
O=C(NC[C@@H]1[C@@H](c2ccccc2)[C@H](CO)N1C(=O)C1CC1)NC1CCCC1	-8.4
CO[C@@H]1CN(C)C(=O)c2ccc(NC(=O)C3CC3)cc2OC[C@H](C)N(C(=O)NC(C)C)C[C@H]1C	-0.3
C[C@H](CO)N1C[C@H](C)[C@@H](CN(C)Cc2ccc(C(=O)O)cc2)OCCCC[C@H](C)Oc2ccc(NC(=O)Nc3cccc4ccccc34)cc2C1=O	0.9
C[C@H]1CCCCO[C@H](CN(C)Cc2ccccc2)[C@@H](C)CN([C@@H](C)CO)C(=O)c2cc(NS(=O)(=O)c3ccccc3)ccc2O1	2.4
CCCC(=O)Nc1ccc2c(c1)OC[C@@H](C)N(Cc1nccs1)C[C@H](C)[C@@H](OC)CN(C)C2=O	6.2
O=C(C[C@H]1C[C@@H]2c3cc(NS(=O)(=O)c4ccc(F)cc4)ccc3O[C@@H]2[C@@H](CO)O1)NCc1cccc(F)c1	0.4
CS(=O)(=O)Nc1ccc2c(c1)[C@H]1C[C@@H](CC(=O)N3CCc4ccccc4C3)O[C@@H](CO)[C@H]1O2	0.4
CC(C)CC#Cc1cnc2c(c1)C(=O)N([C@@H](C)CO)C[C@H](C)[C@@H](CN(C)C(=O)Nc1cc(F)ccc1F)O2	-0.5
C[C@@H]1CN([C@@H](C)CO)C(=O)c2cc(NC(=O)Nc3ccc(C(F)(F)F)cc3)ccc2O[C@@H](C)CCCCO[C@@H]1CN(C)S(=O)(=O)c1cn(C)cn1	3.0
Cc1noc(C)c1NC(=O)N(C)C[C@@H]1OCCCC[C@H](C)Oc2ccc(NC(=O)NC(C)C)cc2C(=O)N([C@H](C)CO)C[C@@H]1C	0.3
CO[C@H]1CN(C)C(=O)c2cc(NS(=O)(=O)CC(F)(F)F)ccc2OC[C@@H](C)N(C(=O)NC(C)C)C[C@H]1C	-3.6
C[C@@H]1CN([C@H](C)CO)C(=O)Cc2cc(NS(C)(=O)=O)ccc2O[C@H]1CN(C)C(=O)NC1CCCCC1	0.2
CN1CCN(C(=O)C[C@H]2C[C@@H]3c4cc(NC(=O)Cc5ccncc5)ccc4O[C@@H]3[C@@H](CO)O2)CC1	0.8
CCNC(=O)C[C@H]1CC[C@H](NC(=O)C2CCOCC2)[C@@H](CO)O1	-0.5

Brought forward from above: 2 compounds; new compounds follow.
structure	BioA inh
CN1CCN(C(=O)C[C@H]2C[C@@H]3c4cc(NC(=O)Cc5ccncc5)ccc4O[C@@H]3[C@@H](CO)O2)CC1	0.8
CCNC(=O)C[C@H]1CC[C@H](NC(=O)C2CCOCC2)[C@@H](CO)O1	-0.5
COc1ccc(-c2ccc3c(c2)[C@@H]2[C@@H](CCN2C(=O)Cc2ccccn2)[C@H](CO)N3C)cc1	-0.7
COC(=O)C[C@@H]1C=C[C@H](NC(=O)c2ccccc2)[C@@H](CO)O1	1.1
CC=Cc1ccc2n(c1=O)C[C@@H]1[C@@H](CO)[C@H](C(=O)N(C)C)N(CCC(F)(F)F)[C@H]21 (mixture of isomers)	-0.5
C[C@@H]1CN([C@@H](C)CO)C(=O)Cc2cc(NS(=O)(=O)c3ccccc3)ccc2O[C@H]1CN(C)CC1CC1	0.0
C[C@@H]1CN([C@@H](C)CO)C(=O)c2cccc(NC(=O)NC3CCCCC3)c2O[C@H]1CN(C)Cc1ccncc1	2.2
COc1ccc(NC(=O)Nc2ccc3c(c2)C(=O)N([C@@H](C)CO)C[C@@H](C)[C@H](CN(C)Cc2ccc(Cl)c(Cl)c2)O3)cc1	-1.1
CS(=O)(=O)N1[C@H](C(=O)O)[C@@H](CO)[C@@H]2Cn3c(ccc(-c4ccc(F)cc4)c3=O)[C@@H]21	-1.1
O=C(NC[C@@H]1N[C@@H](CO)[C@H]1c1ccccc1)c1ccccc1F	-4.6
COC(=O)C[C@H]1CC[C@@H]2[C@H](COc3ccc(NC(=O)C4CCOCC4)cc3C(=O)N2C)O1	0.6
Cc1cc(C(=O)Nc2cccc3c2O[C@H](CN(C)C(=O)NC(C)C)[C@H](C)CN([C@@H](C)CO)C3=O)n(C)n1	4.4
CCCC#Cc1ccc([C@@H]2[C@H](CO)N3CCCCN(C(=O)NC4CCCC4)C[C@@H]23)cc1	0.6
C=CCOC(=O)[C@@H]1[C@H]2C(=O)O[C@H](c3ccccc3)[C@H](c3ccccc3)N2[C@H](c2ccc(OCCOC(=O)[C@@H]3C[C@@H]4C(=O)N[C@@H](Cc5ccccc5)C(=O)N4[C@@H]3c3ccc(O)cc3)cc2)[C@@]12C(=O)Nc1ccccc12	-4.0
C[C@@H]1CN([C@@H](C)CO)C(=O)c2cc(NC(=O)C3CC3)ccc2O[C@@H]1CN(C)S(=O)(=O)c1ccc(F)cc1	-0.2
C[C@H]1CN([C@@H](C)CO)C(=O)c2cc(C#Cc3ccc(F)cc3)cnc2O[C@@H]1CN(C)S(C)(=O)=O	1.1
C[C@H](NC(=O)C[C@H]1CC[C@H]2[C@H](COc3ccc(NC(=O)C4CCOCC4)cc3C(=O)N2C)O1)c1ccccc1	-1.9
O=C(Cc1ccncc1)NCC[C@H]1CC[C@@H](NC(=O)Nc2cccc(F)c2)[C@@H](CO)O1	-6.5
COCC#Cc1cnc2c(c1)C(=O)N([C@@H](C)CO)C[C@H](C)[C@@H](CN(C)C(=O)Cc1ccccc1)O2	-0.3
CN(C)c1ccc2c(c1)[C@@H]1C[C@@H](CC(=O)NC3CCCC3)O[C@H](CO)[C@@H]1O2	-4.2
O=C(C[C@@H]1C=C[C@@H](NC(=O)Nc2cc(F)ccc2F)[C@H](CO)O1)NCc1ccccn1	-1.6
C[C@H](CO)N1C[C@H](C)[C@H](CN(C)C(=O)c2ccc(F)cc2)Oc2ncc(C#CC3CC3)cc2C1=O	-3.4
COc1cccc(CNC(=O)C[C@H]2CC[C@H]3[C@H](COc4ccc(NS(=O)(=O)c5ccccc5F)cc4C(=O)N3C)O2)c1	-0.5
Cc1cc(C(=O)Nc2cccc3c2O[C@H](CN(C)C(=O)NC2CCCCC2)[C@H](C)CN([C@@H](C)CO)C3=O)n(C)n1	-1.7
COCC(=O)Nc1ccc2c(c1)C(=O)N(C)C[C@@H](OC)[C@H](C)CN(Cc1ccccc1)[C@@H](C)CO2	-1.2
C[C@H]1CN([C@@H](C)CO)C(=O)c2cc(NC(=O)NC3CCCCC3)ccc2O[C@H]1CN(C)C(=O)Nc1ccc2c(c1)OCO2	0.0
C[C@H](CO)N1C[C@H](C)[C@H](CN(C)C(=O)c2ccc(F)cc2)Oc2ncc(-c3ccc(F)cc3)cc2C1=O	0.4

Part of the list above in order of count of non-hydrogen atoms, highest first:
structure	BioA inh
C[C@@H]1CN([C@@H](C)CO)C(=O)c2cc(NC(=O)Nc3ccc(C(F)(F)F)cc3)ccc2O[C@@H](C)CCCCO[C@@H]1CN(C)S(=O)(=O)c1cn(C)cn1	3.0
C[C@H](CO)N1C[C@H](C)[C@@H](CN(C)Cc2ccc(Oc3ccccc3)cc2)Oc2ccc(NC(=O)c3ccncc3)cc2CC1=O	-2.2
C[C@H]1CN([C@@H](C)CO)C(=O)c2cc(NC(=O)NC3CCCCC3)ccc2O[C@H]1CN(C)C(=O)Nc1ccc2c(c1)OCO2	0.0
Cc1cc(C(=O)Nc2cccc3c2O[C@H](CN(C)C(=O)NC2CCCCC2)[C@H](C)CN([C@@H](C)CO)C3=O)n(C)n1	-1.7
C[C@@H]1CN([C@@H](C)CO)C(=O)Cc2cc(NS(=O)(=O)c3ccccc3)ccc2O[C@H]1CN(C)CC1CC1	0.0
CCNC(=O)C[C@H]1CC[C@H](NC(=O)C2CCOCC2)[C@@H](CO)O1	-0.5

The list goes on:
structure	BioA inh
O=C(C[C@H]1C=C[C@@H](NS(=O)(=O)c2ccc(F)cc2)[C@@H](CO)O1)NC1CCC1	3.0
C[C@@H]1CCCCO[C@@H](CN(C)S(=O)(=O)c2cccs2)[C@@H](C)CN([C@@H](C)CO)C(=O)c2cc(NC(=O)C3CCCCC3)ccc2O1	0.9
COc1ccc(NC(=O)Nc2cccc3c2O[C@@H](CN(C)S(=O)(=O)c2cccs2)[C@@H](C)CN([C@@H](C)CO)C3=O)cc1	1.1
CN1CCN(C(=O)C[C@H]2CC[C@H]3[C@@H](COC[C@@H](O)CN3Cc3ccc4c(c3)OCO4)O2)CC1	-0.9
C[C@@H]1CN([C@@H](C)CO)C(=O)c2cc(NC(=O)C3CC3)ccc2O[C@H]1CN(C)S(=O)(=O)c1cccs1	8.3
C[C@@H]1CN([C@H](C)CO)C(=O)c2cc(C#CCC3CCCC3)cnc2O[C@H]1CN(C)S(=O)(=O)c1cccs1	-1.7
C[C@@H]1CCCCO[C@@H](CN(C)S(=O)(=O)c2cn(C)cn2)[C@@H](C)CN([C@H](C)CO)C(=O)c2cc(NC(=O)Nc3cccc4ccccc34)ccc2O1	-0.9
COc1ccc(NC(=O)N(C)C[C@H]2OCCCC[C@@H](C)Oc3ccc(NS(=O)(=O)c4ccccc4)cc3C(=O)N([C@@H](C)CO)C[C@@H]2C)cc1	5.2
C[C@@H]1CCCCO[C@@H](CN(C)C(=O)Nc2ccc(F)cc2)[C@@H](C)CN([C@H](C)CO)C(=O)c2cc(NS(C)(=O)=O)ccc2O1	-0.2
CCCC(=O)Nc1ccc2c(c1)C(=O)N(C)[C@H]1CC[C@H](CC(=O)NC3CCCC3)O[C@H]1CO2	1.3
C[C@H](O)C#Cc1ccc2c(c1)O[C@@H](CN(C)C)[C@H](C)CN([C@H](C)CO)S2(=O)=O	1.4
C[C@@H]1CN([C@H](C)CO)C(=O)c2cc(C#CC(C)(C)O)cnc2O[C@H]1CN(C)Cc1cccc(C(=O)O)c1	-0.7
C[C@@H]1CN([C@@H](C)CO)C(=O)c2cccc(NC(=O)C3CCOCC3)c2O[C@H]1CN(C)S(=O)(=O)c1cn(C)cn1	-0.5
C[C@H]1CN([C@@H](C)CO)C(=O)Cc2cc(NC(=O)CCC(F)(F)F)ccc2O[C@@H]1CN(C)C(=O)Nc1cccc2ccccc12	-0.7
C[C@H](CO)N1C[C@H](C)[C@H](CN(C)S(=O)(=O)c2cn(C)cn2)Oc2ccc(NC(=O)Nc3ccc4c(c3)OCO4)cc2CC1=O	-0.2
C[C@H](CO)N1C[C@H](C)[C@@H](CN(C)C(=O)C2CCOCC2)Oc2cc(-c3ccc(C(=O)N(C)C)cc3)ccc2S1(=O)=O	-1.2
CN(C)C(=O)C[C@H]1CC[C@H]2[C@@H](COC[C@H](O)CN2S(=O)(=O)c2ccccc2)O1	0.0
C[C@H](NC(=O)C[C@@H]1C[C@H]2c3cc(NS(C)(=O)=O)ccc3O[C@H]2[C@@H](CO)O1)c1ccccc1	0.1
COc1ccc(CNC(=O)C[C@H]2CC[C@H](NC(=O)c3cccc(F)c3)[C@H](CO)O2)cc1	0.3
O=C(N[C@H]1CC[C@H](CCNS(=O)(=O)c2ccc(Cl)cc2)O[C@H]1CO)c1ccccn1	-0.9
CC(=O)N(C)C[C@H]1Oc2cc(C#C[C@@H](C)O)ccc2S(=O)(=O)N([C@H](C)CO)C[C@@H]1C	4.1
C[C@@H]1CN([C@H](C)CO)C(=O)c2cc(NC(=O)Nc3ccc(F)cc3)ccc2O[C@H]1CN(C)S(=O)(=O)c1cn(C)cn1	0.9
O=C(N[C@H]1CC[C@H](CCn2cc(C3CCCCC3)nn2)O[C@H]1CO)c1cccnc1	-1.6
COc1cccc(NC(=O)N[C@@H]2CC[C@@H](CC(=O)N3CCN(C)CC3)O[C@H]2CO)c1	-1.0
Cc1noc(C)c1S(=O)(=O)N(C)C[C@H]1Oc2ccc(NC(=O)Cn3cnnn3)cc2CC(=O)N([C@H](C)CO)C[C@@H]1C	-0.7
C[C@H](CO)N1C[C@H](C)[C@H](CN(C)S(=O)(=O)c2cccs2)Oc2ccc(NC(=O)Cc3cn(C)c4ccccc34)cc2C1=O	-4.3
C[C@@H]1CCCCO[C@H](CN(C)S(=O)(=O)c2ccc(F)cc2)[C@@H](C)CN([C@H](C)CO)C(=O)c2cc(N(C)C)ccc2O1	1.0
CN(C)C(=O)c1ccc(-c2ccc3c(c2)[C@H]2[C@H](CCN2C(=O)c2cnccn2)[C@H](CO)N3)cc1	6.0
C[C@H](CO)N1C[C@H](C)[C@@H](CN(C)S(=O)(=O)c2ccccc2)Oc2cc(-c3cccc(F)c3)ccc2S1(=O)=O	1.3
